Source: PubChem BioAssay (Sanford-Burnham Center for Chemical Genomics)
mIAP block – mouse IAP inhibition; purified mouse IAP, CDP-Star luminescence, 30 min; inhibition, % at 10 µM; hit rate 0.2% among 330,000;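 active = inhibition of at least 40% at 10 µM in the primary screen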;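 note: plate controls were DMSO with enzyme for no effect and no enzyme wells for full effect; values of inactives mirror those of a sister screen read the other way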
mIAP activ – mouse IAP activation. muIAP, CDP-Star luminescence, 30 min; hits give high values; 1 = vehicle-only enzyme signal, 0 = enzyme-free wells. activation factor at 10 µM. hit rate 0.24% among 330,000;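 active = activation factor of at least 2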; note: the source names both 10 and 20 µM as test concentration; values of inactives mirror those of a sister screen read the other way
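System: mouse IAP enzyme. Reagent: CDP-Star chemiluminescent phosphatase substrate. Benchmarks: DMSO wells, no-enzyme wells. Times: 30 min enzyme-substrate-compound incubation at room temperature. Detection: luminescence from enzymatic CDP-Star hydrolysis. Doses: test compounds delivered from DMSO solution.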
MIN6 prolif – induces beta-cell replication in MIN6 cells; MIN6 cells proliferation, ATPlite luminescence, 48 h; cells starved in 0.2% serum; 100% = growth in 10% serum; proliferation, % at 10 µM; hit rate 0.29% among 330,000;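 active = compounds whose signal lies at least 3.5 SD above the mean of all wells on their plate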;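 note: 0% = DMSO-treated cells in low-serum medium and 100% = 10% serum control; some compounds called inactive have numbers as strong as hits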
A3A deaminase – inhibitors of human APOBEC3A DNA deaminase. recombinant A3A, FAM/TAMRA ssDNA deamination fluorescence. inhibition, % at 20 µM. hit rate 0.41% among 330,000;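 active = at least 40% inhibition at 20 µM here, with at most 30% in a related deaminase screen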;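 note: plate controls were A3A with DMSO for no effect and wells lacking A3A enzyme for full effect; some results filed as inactive read as strong as hits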
Target sequence (P31941 whole entry, looked up): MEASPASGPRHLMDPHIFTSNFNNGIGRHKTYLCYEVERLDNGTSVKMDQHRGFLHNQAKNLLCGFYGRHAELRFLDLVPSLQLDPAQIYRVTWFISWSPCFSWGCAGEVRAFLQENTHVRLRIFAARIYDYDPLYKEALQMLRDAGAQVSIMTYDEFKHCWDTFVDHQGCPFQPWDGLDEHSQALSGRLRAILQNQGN
hIAP inh – human IAP inhibition; inhibition, % at 10 µM; hit rate 0.12% among 330,000; purified IAP, CDP-Star luminescence, 30 min; P09923;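 active = inhibition reaching a set limit with compound at 10 µM in the primary screen, cut at about 35% in these data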;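 note: plate controls were DMSO wells with enzyme for no effect and no-enzyme buffer wells for full effect; values of inactives mirror those of a sister screen read the other way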
Target sequence (P09923 whole entry, looked up): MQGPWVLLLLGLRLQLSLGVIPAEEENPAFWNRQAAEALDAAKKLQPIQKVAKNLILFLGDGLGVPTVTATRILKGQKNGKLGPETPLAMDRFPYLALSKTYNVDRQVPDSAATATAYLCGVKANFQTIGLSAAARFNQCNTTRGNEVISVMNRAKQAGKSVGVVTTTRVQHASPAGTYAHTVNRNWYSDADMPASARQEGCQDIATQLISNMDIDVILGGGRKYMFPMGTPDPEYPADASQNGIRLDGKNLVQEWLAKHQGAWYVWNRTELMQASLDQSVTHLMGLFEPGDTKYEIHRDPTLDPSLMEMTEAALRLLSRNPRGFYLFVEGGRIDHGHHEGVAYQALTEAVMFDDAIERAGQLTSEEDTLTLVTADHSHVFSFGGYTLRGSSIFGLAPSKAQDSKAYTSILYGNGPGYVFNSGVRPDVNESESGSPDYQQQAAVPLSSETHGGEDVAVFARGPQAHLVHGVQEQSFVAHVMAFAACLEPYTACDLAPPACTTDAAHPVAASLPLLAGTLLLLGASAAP
hIAP act – increases human intestinal alkaline phosphatase activity | P09923 | purified human IAP, CDP-Star luminescence, 30 min; hits give high values; 1 = vehicle-only enzyme, 0 = enzyme-free background | activation factor at 10 µM | hit rate 0.16% among 330,000 | AID 2524;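 active = activation factor of the enzyme at least 2-fold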; note: the source names both 10 and 20 µM as test concentration; values of inactives mirror those of a sister screen read the other way
A3G deaminase – blocks human APOBEC3G single-stranded DNA deamination; inhibition, % at 20 µM; Q9HC16; recombinant A3G, ssDNA deamination FAM/TAMRA fluorescence; hit rate 0.28% among 330,000;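 active = inhibition of at least 40% at 20 µM, with no more than 30% in the related APOBEC3A deaminase screen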;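 note: plate controls were DMSO wells with A3G for no effect and wells lacking A3G enzyme for full effect; some compounds called inactive have numbers as strong as hits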
Target sequence (Q9HC16 whole entry, looked up): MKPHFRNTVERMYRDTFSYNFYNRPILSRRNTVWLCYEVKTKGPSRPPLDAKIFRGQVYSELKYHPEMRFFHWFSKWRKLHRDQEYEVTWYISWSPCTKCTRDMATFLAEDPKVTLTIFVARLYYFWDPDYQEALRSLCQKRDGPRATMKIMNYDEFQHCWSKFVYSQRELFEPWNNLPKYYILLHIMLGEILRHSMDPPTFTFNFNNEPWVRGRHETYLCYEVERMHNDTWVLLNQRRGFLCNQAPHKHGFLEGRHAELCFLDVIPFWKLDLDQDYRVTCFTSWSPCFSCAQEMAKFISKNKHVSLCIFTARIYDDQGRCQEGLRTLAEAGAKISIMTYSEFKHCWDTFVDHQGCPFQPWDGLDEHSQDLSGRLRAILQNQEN
GRIN3A LBD mod – modulates the human NR3A ligand-binding domain. NR3A LBD differential scanning fluorimetry, Tm shift; 0% = protein alone, 100% = glycine-bound protein. Tm shift relative to glycine control, % at 25 µM. hit rate 2.5% among 340,000. AID 1259313;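 active = melting temperature shift of at least 10% of the positive control shift, at one fixed dose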
MPTP inh – blocks calcium-induced mitochondrial swelling | AID 602449 | isolated mouse mitochondria, Ca2+ swelling absorbance, 30 min | hit rate 1.4% among 360,000 | inhibition, % at 10 µM;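 active = inhibition of 50% or more, scaled per plate between neutral and stimulator controls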;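 note: 0% = DMSO wells given calcium and 100% = 1 mM EGTA wells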
An asterisk follows results filed as active.

SMILES | mIAP block | mIAP activ | MIN6 prolif | A3A deaminase | hIAP inh | hIAP act | A3G deaminase | GRIN3A LBD mod | MPTP inh
CCOc1ccccc1-n1ccn(CC(=O)Nc2ccc(Br)cc2F)c(=O)c1=O | 5 | 0.95 | -3 | 0 | -8 | 1.1 | -5 | 0 | -1.1
CCn1c(SC)nnc1-c1sc2cc(Cl)ccc2c1Cl | -2 | 1 | -4 | 1 | -16 | 1.2 | -5 | -1 | 3.9
Cc1ccc(S(=O)(=O)O/N=C2\CCCc3ccccc32)cc1 | 4 | 0.95 | -2 | -1 | -2 | 1 | -7 | 0 | 0.0
CCc1noc(C)c1C(=O)N1CCCC(N2CCN(c3ccccc3F)CC2)C1 (centres undefined) | 8 | 0.93 | -1 | 0 | 3 | 0.97 | -3 | -2 | 0.1
COc1cccc(OCC(O)CN2CCN(c3ncccn3)CC2)c1 (centres undefined) | 10 | 0.9 | 0 | 1 | -6 | 1.1 | 1 | -9 | 2.0
CC(C)CCN(C(=O)c1ccc(Br)cc1)c1c(N)n(Cc2ccccc2)c(=O)[nH]c1=O | 9 | 0.91 | 0 | 2 | 0 | 1 | -7 | 0 | -1.4
CC1CCCC(C)N1C(=O)Cn1c(=O)sc2ccccc21 (centres undefined) | -4 | 1 | -2 | 2 | -14 | 1.1 | 7 | -1 | -0.4
COc1cc(C(=O)N(C)Cc2cccc(OC)c2OC)ccc1OCC(=O)Nc1cccc(C(F)(F)F)c1 | -24 | 1.2 | -1 | -3 | 1 | 0.99 | -4 | -10 | 0.1
Cc1ccc(Cn2nc(C)c(NC(=O)c3cc(C)no3)c2C)cc1 | -10 | 1.1 | -1 | -1 | 0 | 1 | -8 | -1 | -1.4
C=C(C)CN1C(=O)C(O)(CC(=O)c2ccc3c(c2)OCCO3)c2ccccc21 (centres undefined) | 7 | 0.93 | -3 | 8 | 5 | 0.95 | -3 | -1 | -3.9
Cc1cc(C)c2sc(NNC(=O)c3ccc(S(=O)(=O)N4CCc5ccccc5C4)cc3)nc2c1 | -8 | 1.1 | -7 | 4 | -79 | 1.8 | 5 | 4 | 6.7
Cc1cc(C)cc(N2C(N)=NC(N)=NC2c2cccc(Cl)c2)c1 (centres undefined) | -5 | 1.1 | 0 | 16 | 1 | 0.99 | -8 | -1 | 2.4
CCOc1cccc(C(=O)NNC(=O)C2C3C=CC(C3)C2C(=O)O)c1 (centres undefined) | -6 | 1.1 | -3 | -2 | 2 | 0.98 | -3 | 0 | -1.1
COc1cc(C2Nc3cc(Cl)c(S(N)(=O)=O)cc3S(=O)(=O)N2)cc(OC)c1OC (centres undefined) | 9 | 0.91 | -3 | 0 | -13 | 1.1 | -1 | 1 | 0.1
O=C(c1ccc([N+](=O)[O-])cc1)N1CCN(c2ncc(Br)cn2)CC1 | -6 | 1.1 | -1 | -6 | -3 | 1 | -14 | 0 | -1.3
O=C(CNS(=O)(=O)c1ccc([N+](=O)[O-])cc1)N/N=C\c1ccc(O)cc1 | 7 | 0.93 | -1 | 12 | -5 | 1.1 | -1 | 0 | 0.0
CN1CCCN(C(=O)/C=C/c2ccc(F)cc2)CC1 | -4 | 1 | 0 | 13 | -3 | 1 | -8 | 0 | 0.7
CC(=O)NCC(=O)N(C)C(C(=O)Nc1ccc2c(c1)OCCO2)c1ccccc1 (centres undefined) | -7 | 1.1 | 4 | -3 | 6 | 0.94 | -3 | -1 | 0.7
CN1C2=C(C(=O)CC(C)(C)C2)C(c2cccs2)C2=C1CC(C)(C)CC2=O | 3 | 0.97 | -2 | -4 | -15 | 1.1 | -3 | -1 | 1.5
O=C(C1CCN(c2ncnc3c2nc2n3CCCCC2)CC1)N1CCCCC1 | -8 | 1.1 | 0 | 1 | 12 | 0.88 | 3 | -1 | 0.7
Cc1nc(C)c(C(=O)N2CCCC(C(=O)c3ccc4ccccc4c3)C2)s1 (centres undefined) | 6 | 0.94 | -4 | -1 | 30 | 0.7 | -6 | 1 | -0.1
CCc1c(C)nn(C(=O)/C(C#N)=C\N(C)C)c1C | 6 | 0.94 | 4 | 0 | 9 | 0.91 | 5 | -1 | -0.7
O=C(Cc1ccccc1)Nc1cccc(C(=O)O)c1O | 8 | 0.92 | 2 | -1 | 4 | 0.96 | -8 | 0 | 0.7
CCOCCc1nnc(NC(=O)c2cc(OC)c(OC)c(OC)c2)s1 | 0 | 1 | -2 | -16 | -11 | 1.1 | -3 | 1 | -2.4
CN(C)C1(CNC(=O)Nc2ccccc2)CCCCC1 | -3 | 1 | -1 | -1 | -16 | 1.2 | -5 | -6 | -0.8
CN(CC(=O)OCC(=O)NCc1ccccc1)S(=O)(=O)c1ccc(F)cc1 | -1 | 1 | 6 | -4 | -5 | 1 | -7 | 7 | -2.0
Cc1cc(NS(=O)(=O)c2ccc(Cl)cc2)nn1CC(=O)NCc1ccco1 | 13 | 0.87 | -1 | -2 | 9 | 0.91 | -5 | 1 | -3.1
O=C(Cn1cccc1C(=O)c1ccccc1)NCc1cccnc1 | 1 | 0.99 | -2 | 3 | 1 | 0.99 | -3 | 7 | 0.1
Cc1c(NC(=O)Cc2ccccc2)cccc1C(=O)NN1C(=O)c2ccccc2C1=O | 3 | 0.97 | 2 | -1 | 14 | 0.86 | -11 | 0 | -0.9
O=C(Nc1ccc(N2CCOCC2)c(S(=O)(=O)Nc2ccccc2Cl)c1)c1ccc(F)cc1 | -3 | 1 | -6 | 1 | -8 | 1.1 | 7 | 4 | 3.5
CC(=O)Nc1ccc(SCC(=O)N(C)C2CCS(=O)(=O)C2)cc1 (centres undefined) | 7 | 0.93 | -2 | 2 | -3 | 1 | 1 | 0 | -0.4
Clc1ccc(C2CSc3c4ncnc-4ncn32)cc1 (centres undefined) | 15 | 0.85 | -2 | -2 | 7 | 0.93 | -5 | 0 | -0.5
Cc1cccc(-n2ncc3c(N4CCC5(CC4)OCCO5)ncnc32)c1 | 1 | 0.99 | -1 | -1 | -17 | 1.2 | -10 | -1 | 0.2
COc1ccc2nc(NC(=O)CS(=O)(=O)Cc3ccccc3)sc2c1 | 0 | 1 | -3 | -5 | -10 | 1.1 | -8 | 1 | -0.1
CSCCC(NC(=O)c1cccc([N+](=O)[O-])c1)C(=O)O (centres undefined) | 0 | 1 | -1 | 2 | 3 | 0.97 | 1 | -1 | 0.0
NC(=O)CSc1nnc(COc2ccccc2)n1Cc1ccco1 | -9 | 1.1 | -5 | 1 | -8 | 1.1 | -2 | 0 | 0.3
O=Cc1ccc2c(c1)CCN2Cc1ccccc1 | 1 | 0.99 | 1 | -4 | 8 | 0.92 | -8 | -2 | -0.7
CC(=O)c1ccc(OCC(O)CN2CCN(CCN3C(=O)c4cccc5cccc(c45)C3=O)CC2)cc1 (centres undefined) | 9 | 0.91 | 1 | 10 | 16 | 0.84 | 0 | -2 | 1.4
CCCCSc1nc(NCc2ccco2)c2c3c(sc2n1)COC(C)(C)C3 | -6 | 1.1 | -5 | 2 | 8 | 0.92 | 1 | -4 | 7.2
O=C(O)CCC(CNS(=O)(=O)c1ccccc1)C(F)(F)F (centres undefined) | -10 | 1.1 | -3 | 4 | 6 | 0.94 | -4 | 0 | -1.8
N#Cc1ccc(-c2csc(NNC(=O)c3ccccc3)n2)cc1 | 7 | 0.93 | -4 | 5 | -27 | 1.3 | 2 | -2 | 0.6
Cc1ccc(S(=O)(=O)n2ccc3c(OCCOCCNCc4ccc(F)cc4)cccc32)cc1 | 12 | 0.88 | -7 | 1 | 6 | 0.94 | -7 | -12 | 68*
O=C(NCCNS(=O)(=O)c1ccccc1Cl)c1cc(OCC(F)(F)F)ccc1OCC(F)(F)F | 2 | 0.98 | -1 | -1 | 11 | 0.89 | -2 | 0 | 2.1
CC1(C)NC(=O)N(CCCCOc2ccc(Cl)cc2)C1=O | -4 | 1 | -3 | -2 | -4 | 1 | -6 | -4 | -0.6
O=C(NCc1ccncc1)c1cccc(Cn2cc(Br)cn2)c1 | 0 | 1 | -3 | -3 | -19 | 1.2 | -3 | 1 | 1.0
COCCn1c(SCC(=O)Nc2ccccc2OC)nc2ccccc2c1=O | -3 | 1 | -3 | 0 | -32 | 1.3 | -2 | -1 | 1.1
O=C(c1ccccc1Cl)N1CCC(n2cccc2)CC1 | 4 | 0.96 | 3 | 1 | 13 | 0.87 | -1 | -1 | 4.1
CCc1c(O)cc2n(c1=O)-c1ccc(Cl)cc1C2(C)C | 6 | 0.94 | 1 | -3 | -2 | 1 | -5 | -3 | 2.9

MPTP inh, hit marks shown above.
Compound,mIAP block,mIAP activ,A3A deaminase,hIAP inh,hIAP act,A3G deaminase,GRIN3A LBD mod,MPTP inh
Cc1ccc(S(=O)(=O)n2ccc3c(OCCOCCNCc4ccc(F)cc4)cccc32)cc1,12,0.88,1,6,0.94,-7,-12,68*

More results:
SMILES | mIAP block | mIAP activ | MIN6 prolif | A3A deaminase | hIAP inh | hIAP act | A3G deaminase | GRIN3A LBD mod | MPTP inh
Cc1nnc(SCC(=O)Nc2cc(Cl)ccc2Cl)n1CC1CCCO1 (centres undefined) | -1 | 1 | 2 | -2 | 2 | 0.98 | -17 | 0 | 0.1
COC(=O)C1=C(C)N(Cc2ccccc2)C(=NCC(C)C)N[C@H]1c1cccc(C(F)(F)F)c1 | -11 | 1.1 | -6 | 48* | 24 | 0.77 | 16 | 0 | 86*
COc1cccc(N(C(=O)Cn2nnc(-c3ccc(C)o3)n2)C(C(=O)NC2CCCC2)c2ccncc2)c1 (centres undefined) | 3 | 0.97 | 3 | 0 | -10 | 1.1 | -3 | -1 | 4.2
CCCn1c(SCC(=O)Nc2ccc(Cl)cc2F)nc(O)cc1=O | 17 | 0.83 | -2 | -3 | 0 | 1 | -5 | 0 | -1.2
CCNC(=O)CC1SC(=Nc2ccc(C)cc2)N(CC)C1=O (centres undefined) | 7 | 0.93 | 1 | -1 | 4 | 0.96 | -4 | 0 | -0.3
CCN(CC)S(=O)(=O)c1ccc2[nH]c(=O)cc(C(=O)Nc3cccc(C(C)=O)c3)c2c1 | 6 | 0.94 | -2 | 2 | 6 | 0.94 | -5 | -2 | 0.1
CCCN(CCC)CCNC(=O)C1CCCN(S(=O)(=O)c2ccc3c(c2)oc(=O)n3C)C1 (centres undefined) | 3 | 0.97 | -1 | 4 | 7 | 0.93 | -2 | 1 | -1.4
CCn1cc(S(=O)(=O)CC(=O)Nc2ccc3c(c2)OCO3)c2ccccc21 | -7 | 1.1 | 9 | 3 | -19 | 1.2 | -4 | -1 | -0.8
COC(=O)C1=C(C)NC2=C(C(=O)c3ccccc32)C1c1ccc(-c2ccc(C(=O)O)cc2)o1 (centres undefined) | 16 | 0.84 | -2 | 4 | -2 | 1 | -2 | 30* | 1.8
CCOC(=O)C1CCCN(CC(=O)Nc2cc(C)cc(C)c2)C1 (centres undefined) | -4 | 1 | 0 | 60* | -8 | 1.1 | 30 | -2 | -0.9
Cc1cccc(N(CC(=O)NC2CCCC2)C(=O)CNC(=O)c2ccco2)c1C | -3 | 1 | -4 | -2 | 3 | 0.97 | -6 | -2 | 0.0
O=C1CCCC(c2ccccc2)N1 (centres undefined) | -3 | 1 | 1 | 2 | -16 | 1.2 | -2 | -2 | -2.8
COC(=O)c1c(-c2ccccc2)csc1NC(=O)C1CC=CCC1C(=O)O (centres undefined) | 8 | 0.92 | -1 | 6 | -9 | 1.1 | -4 | 1 | 3.4

Individual results from the results shown.
Entry of CC(=O)Nc1ccc(SCC(=O)N(C)C2CCS(=O)(=O)C2)cc1 (centres undefined) in hIAP inh: -3
Entry of COCCn1c(SCC(=O)Nc2ccccc2OC)nc2ccccc2c1=O in A3A deaminase: 0
